Source: PubChem BioAssay
FN deposit inh – fibronectin deposition inhibition; 350,000 tested, 0.086% active; AH1F fibroblasts, Alexa488-fibronectin deposition fluorescence, overnight; AID 743247; inhibition, % at 12.6 µM;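 active means mean inhibition across replicates of 30% or more, regardless of how many single replicates reach that level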;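 further: positive control wells lacked labelled fibronectin entirely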
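Test system: AH1F fibroblast monolayer depositing Alexa488-labelled fibronectin into matrix. Input: 10000 cells per well. Technique: fluorescence, ex 485 nm, em 525 nm. Buffer or medium: DMEM plus 2% serum, read in PBS. Timing: 1 h cell adhesion before compound, then overnight fibronectin incubation. Compound: single dose, pinned. Read-out basis: inhibition from reduced deposited-fibronectin fluorescence.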
S100A4 inh HTS – blocks human S100A4 binding to myosin IIA peptide; AID 652163; S100A4/TAMRA-MyoIIA peptide fluorescence polarization; 360,000 tested, 0.14% active; inhibition, % at 10.7 µM;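 active means mean inhibition of at least 70% across replicates, with every replicate also reaching that level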
Target sequence (P26447 whole entry, looked up): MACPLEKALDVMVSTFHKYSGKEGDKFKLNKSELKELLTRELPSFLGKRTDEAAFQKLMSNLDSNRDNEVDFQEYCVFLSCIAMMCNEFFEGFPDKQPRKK
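Material: human S100A4 monomer with TAMRA-labelled myosin IIA peptide; buffer or medium: HEPES pH 7.2 with CaCl2, KCl, NaCl, DTT, Triton; compound dosing: one concentration per compound; schedule: 5 min incubation before reading; benchmarks: neutral control DMSO, positive control TFP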
LGR2 antag – blocks bursicon-induced cAMP signaling via Drosophila LGR2 | HEK293 LGR2, CRE-luciferase, bursicon-stimulated, 4 h | inhibition, % at 9.99 µM | 380,000 tested, 0.35% active | AID 720647;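 active means drop in luminescence signal, shown as inhibition above about 50% in the replicate tests, limit read from the data, passing the limit was not always enough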;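 further: agonist challenge used bursicon conditioned medium at about half maximal strength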
C2C12 statin – protects C2C12 myotubes from simvastatin toxicity | ATP luminescence, 48 h; scaled: DMSO 0, geranylgeraniol control 100 | rescue of ATP level, % at 7.49 µM | 330,000 tested, 0.78% active;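 active means mean ATP rescue above about 67%, or every replicate alone reaching that limit, limit read from the data, passing the limit was not always enough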;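 further: myotubes were challenged with 10 µM simvastatin during compound exposure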
esBAF inh – inhibitors of esBAF chromatin remodeling in mouse ES cells. Bmi1-luciferase knock-in reporter, 24 h; 100% = twice the neutral-well signal. reporter increase, % at 12.5 µM. 350,000 tested, 2% active. AID 602393; in the data active means activation above about 40%;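 further: 0% = median of the plate's neutral control wells and 100% = double that signal; a rise in the Bmi1 reporter signal indicates esBAF inhibition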
SIRT5 inh – inhibitors of human sirtuin-5 desuccinylase; 330,000 tested, 1.1% active; Q9NXA8; AID 652115; Purified SirT5, succinyl-peptide AMC, trypsin-coupled fluorescence; inhibition, % at 15 µM; in the data active means inhibition above about 15%
Target sequence (Q9NXA8 whole entry, looked up): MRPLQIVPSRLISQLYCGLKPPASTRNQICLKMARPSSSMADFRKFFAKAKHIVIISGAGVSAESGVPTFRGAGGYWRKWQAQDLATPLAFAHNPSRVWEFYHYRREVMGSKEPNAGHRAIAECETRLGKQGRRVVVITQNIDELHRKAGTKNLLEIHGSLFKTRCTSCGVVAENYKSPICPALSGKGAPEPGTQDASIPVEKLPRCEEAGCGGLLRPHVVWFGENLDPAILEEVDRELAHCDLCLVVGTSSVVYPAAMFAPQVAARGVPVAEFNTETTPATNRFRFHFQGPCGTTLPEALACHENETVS
CASP6 VEID inh – caspase-6 (human) enzyme inhibition; P55212; purified caspase-6, Z-VEID-R110 cleavage fluorescence; inhibition, % at 12.5 µM; 350,000 tested, 0.53% active;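 active means mean inhibition across replicates at least about 35%, with every replicate also reaching that limit, limit read from the data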;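 further: 0% = median of neutral control wells and 100% = no fluorescence left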
Target sequence (P55212 24-179 limits assumed): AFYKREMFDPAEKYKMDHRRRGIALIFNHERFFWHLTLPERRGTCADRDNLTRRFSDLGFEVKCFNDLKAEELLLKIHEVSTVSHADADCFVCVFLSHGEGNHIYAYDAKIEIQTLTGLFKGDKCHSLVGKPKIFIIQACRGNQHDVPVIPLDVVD
Target sequence (P55212 194-293 limits assumed): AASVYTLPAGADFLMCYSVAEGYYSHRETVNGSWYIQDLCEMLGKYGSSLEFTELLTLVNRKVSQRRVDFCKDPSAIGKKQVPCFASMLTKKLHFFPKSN
The depositor's hits bear a star; . = not tested or not shown; & = joins results of further samples.

SMILES	FN deposit inh	S100A4 inh HTS	LGR2 antag	C2C12 statin	esBAF inh	SIRT5 inh	CASP6 VEID inh
CC=Cc1ccc2n(c1=O)C[C@@H]1[C@@H](CO)[C@H](C(=O)N3CCCCC3)[C@H]2N1C(=O)C1CC1 (mixture of isomers)	.	-3	2	3	-2	-3	3
Cc1cccc(-c2noc(C(C)NC(=O)c3ccco3)n2)c1 (stereo not given)	-8	-4	2	14	11	-1	3
CN(Cc1cccnc1)Cc1cn(C)nc1-c1ccc(Oc2ccccc2)cc1	-4	27	-10	.	.	2	6
O=c1oc(CCO)cc2ccc(Br)cc12	3	2	-25	2	2	3	8
OC[C@@H]1CN(Cc2cccs2)C[C@H](n2cnc3c(NCc4ccco4)ncnc32)O1	-1	2	6	12	4	-3	-2
C[C@H](O)C#Cc1ccc([C@H]2[C@H]3CN(C(=O)c4ccc5c(c4)OCO5)CCCCN3[C@H]2CO)cc1	-10	.	22	4	0	.	.
Cc1c(C(=O)Nc2ccc(S(=O)(=O)Nc3ncccn3)cc2)oc2ccc(Cl)cc12	-4	-1	0	15	5	-2	-3
CCOc1cc([N+](=O)[O-])cc2c1C(=O)Nc1ccccc1O2	-4	.	-24	19	14	.	.
C[C@H]1CN([C@@H](C)CO)C(=O)c2cccc(NC(=O)Nc3ccc(C(F)(F)F)cc3)c2O[C@@H]1CN(C)C(=O)NC1CCCCC1	.	3	.	-26	6	-4	1
CCCC#Cc1cnc2c(c1)C(=O)N([C@H](C)CO)C[C@@H](C)[C@H](CN(C)S(C)(=O)=O)O2	-7	-1	-9	-9	-3	5	-2
CO[C@@H]1CN(C)C(=O)c2ccc(NC(=O)c3ccccc3F)cc2OC[C@@H](C)N(CC2CCOCC2)C[C@@H]1C	-7&3&15	-4&0	7&19	6	2	1&-5	1&5
COc1cccc(CNC(=O)Cn2c(=O)oc3cc(S(=O)(=O)N4CCCCC4)ccc32)c1	7	-2	12	8	-6	-5	3
COc1cc(/C=C2/SC(=S)N(CCC(=O)Nc3cccnc3)C2=O)cc(OC)c1OC	0	-3	1	2	2	.	-3
C[C@@H]1CN([C@@H](C)CO)C(=O)c2cc(-c3cncnc3)cnc2O[C@@H]1CN(C)Cc1ccc(F)cc1	-1	-1	-1	9	-3	0	0
O=S(=O)(Nc1ccc2cn[nH]c2c1)c1cc(Br)ccc1Br	10	0	.	5	-1	-6	1
C/C=C/c1ccc([C@@H]2[C@@H](CO)N(C(=O)c3ccccc3)C23CN(C(C)=O)C3)cc1	-2	-5	16	.	.	-5	0
C/C(N)=C(/C#N)C(=O)CSc1nc2ccccc2c(=O)n1Cc1ccc(C)cc1	7	-4	0	.	.	2	-4
Nc1nc2c3ccccc3nc(Cc3ccccc3)n2n1	-1	.	.	3	3	.	.
COCCN1C(=O)COc2ccccc2C1C(=O)Nc1c(C)cccc1C (stereo not given)	-2	17	20	.	.	-2	2
O=C(CNC(=O)c1ccc(Cl)cc1Cl)OCC(=O)c1ccc2c(c1)OCCO2	.	-7	5	-1	5	-5	1
N#CC(=Nc1ccccc1)c1ccccc1	-2	0	-9	-5	22	-3	0
O=C(C[C@H]1C[C@H]2c3cc(NC(=O)C4CCOCC4)ccc3O[C@H]2[C@@H](CO)O1)NCc1ccccc1F	7	-1	-3	-4	3	-4	1
COc1cccc(-c2csc3ncnc(Sc4nnnn4C)c23)c1	9	-6	46	-36	22	-4	1
CCCOc1ccc(C(=O)CCC(=O)OCC(=O)Nc2cccc(S(N)(=O)=O)c2)cc1	3	-3	-5	-8	3	-3	2

Some of these compounds in order of molecular weight, highest first.
SMILES	FN deposit inh	S100A4 inh HTS	LGR2 antag	C2C12 statin	esBAF inh	SIRT5 inh	CASP6 VEID inh
C[C@@H]1CN([C@@H](C)CO)C(=O)c2cc(-c3cncnc3)cnc2O[C@@H]1CN(C)Cc1ccc(F)cc1	-1	-1	-1	9	-3	0	0
COc1cc(/C=C2/SC(=S)N(CCC(=O)Nc3cccnc3)C2=O)cc(OC)c1OC	0	-3	1	2	2	.	-3
O=S(=O)(Nc1ccc2cn[nH]c2c1)c1cc(Br)ccc1Br	10	0	.	5	-1	-6	1
C/C(N)=C(/C#N)C(=O)CSc1nc2ccccc2c(=O)n1Cc1ccc(C)cc1	7	-4	0	.	.	2	-4
C/C=C/c1ccc([C@@H]2[C@@H](CO)N(C(=O)c3ccccc3)C23CN(C(C)=O)C3)cc1	-2	-5	16	.	.	-5	0
N#CC(=Nc1ccccc1)c1ccccc1	-2	0	-9	-5	22	-3	0

New compounds follow
SMILES	FN deposit inh	S100A4 inh HTS	LGR2 antag	C2C12 statin	esBAF inh	SIRT5 inh	CASP6 VEID inh
CC(C)(C)c1ccc(NC(=O)c2ccccc2)c([N+](=O)[O-])c1	-15	-3	.	-16	13	3	3
O=C(N/N=C/C(Cl)=C/c1ccccc1)c1ccccc1F	3	8	-71	-29	48*	2	-2
CCOC(=O)c1sc(-c2ccc(Br)cc2)cc1N	.	-1	-100	-35	34	-5	-2
COc1ccc(NC(=O)Nc2cccc3c2O[C@@H](CN(C)C(=O)Nc2ccc4c(c2)OCO4)[C@@H](C)CN([C@@H](C)CO)C3=O)cc1	.	-1	-12	49	18	2	1
C[C@@H]1CN([C@H](C)CO)C(=O)c2cc(NS(=O)(=O)c3cccs3)ccc2O[C@@H](C)CCCCO[C@H]1CN(C)C(=O)NC1CCCCC1	.	-8	7	-55	-4	3	5
Cc1ccc(S(=O)(=O)n2nc(C)cc2N)cc1	2	7	2	.	.	-2	1
CCOc1ccc(C(=O)C(C)OC(=O)C2CCN(c3ccc(C(F)(F)F)cn3)CC2)cc1 (stereo not given)	-1	-5	9	11	2	0	2
O=C(O)c1cccc(S(=O)(=O)NCCc2ccccc2)c1	5	5	21	.	.	5	.
CCCc1nnc(NC(=O)CCC(=O)N2CCN(c3ccccn3)CC2)s1	-5	.	.	-4	-20	.	.
C[C@@H]1CN([C@H](C)CO)C(=O)c2cc(NS(=O)(=O)c3cn(C)cn3)ccc2O[C@H]1CN(C)C(=O)Nc1ccc(C(F)(F)F)cc1	5	-2	4	.	-1	-6	0
CCOc1ccc(N2Cc3ncccc3C2=O)cc1	0	.	7	6	-7	.	.
CCCNC(=O)N1[C@@H]2c3ccc(-c4ccccc4OC)c(=O)n3C[C@H]1[C@H](CO)[C@H]2C(=O)NCC	.	6	-10	-10	-4	-28	2
CNC(=O)/C(C#N)=C/c1ccc(-c2nc3ccccc3s2)o1	2	1	-28	.	.	-4	-2
O=C(Nc1ccc(F)cc1)NC1(C(=O)NCc2ccco2)CCCCC1	-8	.	.	-4	-1	.	.
CCCN(CC(=O)Nc1ccccc1C)C(=O)c1ccc(C(=O)c2ccccc2)cc1	10	-5	-8	0	-6	0	2
C[C@H]1CN([C@@H](C)CO)C(=O)Cc2cc(NS(=O)(=O)c3ccc(Cl)cc3)ccc2O[C@@H]1CN(C)Cc1ccc(C(=O)Nc2ccccc2N)cc1	.	-9	-21	.	.	6	-4
O=C(OCC(=O)c1cccs1)c1ccccc1	-2	.	.	1	47*	.	.
CCNC(=O)Nc1ccc2c(c1)C(=O)N(C)[C@H]1CC[C@H](CC(=O)N[C@@H](C)c3ccccc3)O[C@H]1CO2	.	2	-16	-5	-3	8	-2
Cc1nc(N)nc(COc2ccccc2)n1	-7	0	.	.	.	-1	-2
COc1ccc(CNS(=O)(=O)c2cc(-c3cc(C)no3)ccc2C(C)C)cc1	5	-4	-16	-34	-24	-3	-1
CN(C)S(=O)(=O)c1ccc(S(=O)(=O)NC2CCOC(C)(C)C2)cc1 (stereo not given)	.	.	-6	-5	6	.	.
CCn1c(SCC(=O)Nc2oc(-c3ccccc3)c(-c3ccccc3)c2C#N)nnc1-c1cc(OC)cc(OC)c1	.	-1	42	-20	0	-2	-5
C[C@H]1CCCCO[C@H](CN(C)C(=O)Nc2ccc3c(c2)OCO3)[C@@H](C)CN([C@@H](C)CO)C(=O)c2cc(NS(=O)(=O)c3cccs3)ccc2O1	-3	-29	-14	-8	9	2	0
C[C@@H]1CN([C@H](C)CO)C(=O)c2cccc(NC(=O)Nc3ccc4c(c3)OCO4)c2O[C@H]1CN(C)S(=O)(=O)c1ccccc1	.	-22	-3	-18	-6	0	0

Shown as a hit in esBAF inh, of those listed so far:
canonical_smiles	S100A4 inh HTS	LGR2 antag	esBAF inh	SIRT5 inh	CASP6 VEID inh
O=C(N/N=C/C(Cl)=C/c1ccccc1)c1ccccc1F	8	-71	48*	2	-2
O=C(OCC(=O)c1cccs1)c1ccccc1	.	.	47*	.	.

Following part
SMILES	FN deposit inh	S100A4 inh HTS	LGR2 antag	C2C12 statin	esBAF inh	SIRT5 inh	CASP6 VEID inh
O=C(O)c1cnc(-c2ccccc2)nc1-c1ccccc1	.	-1	1	9	6	2	0
COCCOC(=O)C1=C(C)NC2=C(C(=O)CC(C)(C)C2)C1c1ccc2c(c1)OCO2 (stereo not given)	.	5	-11	31	6	-1	1
COc1cc2c(cc1OC)CN(CC(=O)NC(=O)NC1CCCCC1)CC2	.	7	-6	-1	-9	-4	-4
COc1ccc(C(CNC(=O)CCNS(=O)(=O)c2ccccc2)N2CCOCC2)cc1 (stereo not given)	-5	-1	7	17	-7	-3	-276
CC(C)(C)NC(=O)c1ccc2c(c1)N(CC(=O)N1CCCCC1)C(=O)C(C)(C)O2	0	6	20	.	.	-8	-3
O=C(CCNC(=O)c1ccc(Cl)cc1)Nc1cc(C(F)(F)F)ccc1N1CCOCC1	.	5	23	2	6	.	3
CC(OC(=O)c1cccc(S(=O)(=O)N2CCCC2)c1)C(=O)c1ccccc1 (stereo not given)	6	-2	-32	.	.	-1	0
CC(CCc1ccccc1)NC(=O)CCNS(=O)(=O)c1ccccc1 (stereo not given)	1	-1	-18	14	19	-7	-6
CC(=O)Nc1ccccc1NC(=O)COc1cccc2ccccc12	8	2	-3	-4	-1	-5	5
CC(C)(C)CC(=O)Nc1cccc2c1CCCC2	6	.	.	4	0	.	.
Cc1cccc(NC(=O)CC2NCCNC2=O)c1 (stereo not given)	-2	-3	.	.	-7	2	-2
CCCC#Cc1ccc2c(c1)O[C@H](CN(C)S(C)(=O)=O)[C@@H](C)CN([C@@H](C)CO)S2(=O)=O	-3	-16	-15	.	7	-1	3

Limited to esBAF inh, LGR2 antag and CASP6 VEID inh, for 4 of the compounds above:
compound	esBAF inh	LGR2 antag	CASP6 VEID inh
CC(CCc1ccccc1)NC(=O)CCNS(=O)(=O)c1ccccc1 (stereo not given)	19	-18	-6
CC(=O)Nc1ccccc1NC(=O)COc1cccc2ccccc12	-1	-3	5
CC(C)(C)CC(=O)Nc1cccc2c1CCCC2	0	.	.
Cc1cccc(NC(=O)CC2NCCNC2=O)c1 (stereo not given)	-7	.	-2

Next section.
SMILES	FN deposit inh	S100A4 inh HTS	LGR2 antag	C2C12 statin	esBAF inh	SIRT5 inh	CASP6 VEID inh
ONC(=Nc1ccc(Cl)cc1)c1ccc(Cl)cc1	1	.	.	6	9	.	.
O=C(CC1SC(N2CCCCC2)=NC1=O)Nc1cccc(C(=O)NCc2ccccc2)c1 (stereo not given)	1	-7	11	9	-12	-2	-2
CO[C@H]1CN(C)C(=O)c2ccc(NC(=O)C3CC3)cc2OC[C@H](C)N(C(=O)c2ccccn2)C[C@@H]1C	-7	1	5	.	.	.	-1
C[C@@H]1CN([C@H](C)CO)C(=O)Cc2cc(NC(=O)Cc3ccccc3)ccc2O[C@@H]1CN(C)S(=O)(=O)c1ccccc1	.	-1	-9	21	2	3	2
CN1C(=O)c2cc(NS(=O)(=O)c3ccc(F)cc3)ccc2OC[C@@H]2O[C@H](CC(=O)NCC(F)(F)F)CC[C@@H]21	-11	2	4	2	6	-1	-2

An excerpt, so the mix of outcomes need not match the whole.
